E-sel TNF inh: TNF alpha driven E-selectin expression inhibition. HUVEC TNFa-induced E-selectin immunofluorescence, high content. inhibition, % at 2 µM. 120,000 tested, 0.71% active. AID 1246;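 active means inhibition above the batch mean plus 3 SD, and confirmed as a hit on visual image review, cut at about 43% in these data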;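 further: 0% = TNF-stimulated DMSO wells and 100% = unstimulated control wells; not every result past the cut was called active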
HCT116 PTEN-null: PTEN-deleted cell growth suppression; 140,000 tested, 1.2% active; viability, % at 10 µM; HCT116 PTEN-null viability, CellTiter-Glo, 60 h; stronger effect = lower value;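 active means viability at or below a set limit, 4 SD under the median of all tested compounds, cut at about 3.7% in these data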;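 further: PTEN knockout HCT116 line with beta catenin targeted HCT116 as companion control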
NPY Y2 blocker: NPY-Y2 (human) receptor antagonism; P49146; NPY-Y2 expressing cells, antagonist mode; inhibition, % at 2.7 µM; 140,000 tested, 0.99% active; AID 793; in the data active means inhibition above about 17%;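 further: 0% = vehicle with agonist challenge and 100% = reference antagonist with challenge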
Target sequence (P49146 whole entry, looked up): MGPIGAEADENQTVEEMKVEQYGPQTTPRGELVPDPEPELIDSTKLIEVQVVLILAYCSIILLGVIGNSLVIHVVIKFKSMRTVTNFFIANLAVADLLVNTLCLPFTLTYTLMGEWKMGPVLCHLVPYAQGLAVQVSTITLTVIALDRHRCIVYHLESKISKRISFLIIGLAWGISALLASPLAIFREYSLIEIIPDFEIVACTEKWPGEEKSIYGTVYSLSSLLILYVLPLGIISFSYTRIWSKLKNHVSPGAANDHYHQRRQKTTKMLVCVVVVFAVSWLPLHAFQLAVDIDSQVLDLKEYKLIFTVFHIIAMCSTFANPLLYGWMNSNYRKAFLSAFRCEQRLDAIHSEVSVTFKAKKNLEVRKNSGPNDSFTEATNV
GALR2 antag: blocks the human galanin receptor 2. O43603. GALR2-expressing cells, antagonist mode. inhibition, % at 4 µM. 140,000 tested, 0.39% active. AID 828; in the data active means inhibition above about 27%;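 further: cells stimulated with galanin 1-16 at roughly its EC80; 0% = agonist challenge control and 100% = basal control without agonist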
Target sequence (O43603 whole entry, looked up): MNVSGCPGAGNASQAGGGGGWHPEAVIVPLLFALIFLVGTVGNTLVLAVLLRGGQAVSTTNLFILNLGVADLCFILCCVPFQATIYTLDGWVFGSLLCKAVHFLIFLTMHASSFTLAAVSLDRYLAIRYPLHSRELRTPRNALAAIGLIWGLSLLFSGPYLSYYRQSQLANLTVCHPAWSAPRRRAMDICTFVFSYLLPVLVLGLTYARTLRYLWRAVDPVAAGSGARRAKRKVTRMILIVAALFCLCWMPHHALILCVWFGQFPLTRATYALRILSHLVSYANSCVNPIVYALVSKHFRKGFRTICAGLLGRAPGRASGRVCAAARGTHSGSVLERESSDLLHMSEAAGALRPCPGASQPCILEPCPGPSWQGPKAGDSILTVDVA
bCat KO growth: beta-catenin-lacking colon tumor cell growth suppression; 140,000 tested, 1.5% active; viability, % at 10 µM; HCT116 beta-catenin knockout viability, CellTiter-Glo, 60 h; stronger effect = lower value;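 active means viability at or under a set limit, the compound median less 4 SD, cut at about 6% in these data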;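 further: 0% = Hyamine 1622 control at 20 µM and 100% = untreated cell control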
MRP-1 activ: activates MRP-1 | H69AR cells + doxorubicin, viability rescue, CellTiter-Glo | viability increase, % at 10 µM | 140,000 tested, 0.61% active | AID 799;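 active means viability gain under doxorubicin at or above a set limit, the compound median plus 3 SD, cut at about 4.7% in these data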;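 further: MRP-1 overexpressing cells given doxorubicin 25 µM after compound pretreatment; 18-22 h compound pretreatment then 72 h with doxorubicin before readout; 0% = doxorubicin-only wells and 100% = vehicle-treated cells without doxorubicin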
Measles CPE: protection of cells from measles virus; protection (pct of control), % at 4 µM; Measles virus-infected cells, CPE protection, absorbance; 140,000 tested, 1.5% active; in the data active means protection mostly above about 24%, no sharp cut-off; inactive means mostly below about 26%; further: some compounds called inactive have numbers as strong as hits
Yeast life ext: yeast lifespan extension; S. cerevisiae growth with nicotinamide, OD615; deaD strain in restrictive glucose medium; inhibition of the nicotinamide effect, % at 10 µM; 130,000 tested, 0.68% active;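 active means inhibition above a set limit, placed 3 SD over the median of all compounds, cut at about 26% in these data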;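 further: 0% = nicotinamide-treated wells and 100% = cells grown without nicotinamide; some compounds called inactive have numbers as strong as hits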
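System: DeaD-strain S. cerevisiae / Buffer or medium: CSMM-D, restrictive glucose (dextrose) synthetic minimal medium / Probe or stimulus: nicotinamide, 1.5 mM, co-present with compound / Compound: one concentration, 10 µM, DMSO 0.25% / Incubation: 48 h compound exposure at 30 °C, humidified / Technique: optical density (absorbance) at 615 nm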
Phagocytosis inh: macrophage phagocytosis inhibition. 110,000 tested, 0.07% active. J774A.1 macrophage IgG-bead phagocytosis, imaging. AID 1029. inhibition, % at 5 µM;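 active means inhibition above the mean of the plate negative controls plus 5 SD, cut at about 13% in these data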;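 further: phagocytic index as fraction of beads internalized from green versus red external bead signal; plate controls were DMSO negative control for no effect and cytochalasin-D positive control for full effect; some results beyond the cut were filed as inactive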
Yeast growth inh: reduces growth of yeast BB579 in restrictive medium; S. cerevisiae BB579 growth, OD615, 48 h; inhibition, % at 10 µM; 140,000 tested, 0.51% active; AID 804;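 active means inhibition above a set limit, 3 SD over the mean compound inhibition, cut at about 44% in these data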; further: inactives centre near -24
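Test system: S. cerevisiae DeaD strain BB579 yeast; Medium: restrictive CSMM-D medium; Compound: one dose, 10 µM compound with 0.25% DMSO; Incubation: 4 h cell preincubation, 48 h compound exposure, 30 °C humidified; Signal: OD at 615 nm; Benchmarks: amphotericin B at 10 µg/mL as positive control.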
The depositor's hits bear a star; / = no result given.

SMILES	E-sel TNF inh	HCT116 PTEN-null	NPY Y2 blocker	GALR2 antag	bCat KO growth	MRP-1 activ	Measles CPE	Yeast life ext	Phagocytosis inh	Yeast growth inh
CCn1c(=O)n(CCOC)c(=O)c2c3c(sc21)CCCC3	4	99	1	-11	90	-2.5	25	-3	/	-39
O=C(N/N=C/c1ccc[nH]1)c1ccc(Cl)cc1	15	98	3	2	90	-1.7	9	-7	-2	-20
O=S(=O)(Nc1ccc2ccccc2c1)c1ccccc1	/	81	-1	-3	79	-3.1	23	1	-3	-19
CN(C)S(=O)(=O)c1ccc(C(=O)Nc2cc(S(=O)(=O)Nc3ccccc3Cl)ccc2N2CCCCC2)cc1	/	72	4	6	81	-3.1	11	6	/	-37
Cc1ccc([N+](=O)[O-])cc1NC(=O)C(Sc1ccccc1)c1ccccc1 (centres undefined)	-18	83	7	3	83	-2.5	9	-1	-7	-53
Cc1ccccc1N1CCN(C2=NC(=O)/C(=C/c3cn[nH]c3-c3ccccc3)S2)CC1	11	82	0	4	73	-2.9	0	1	-8	-12
O=C(CSc1ccc2nnc(CCNS(=O)(=O)c3ccccc3)n2n1)Nc1nc2ccccc2s1	/	94	1	12	88	-3.5	2	5	-11	-11
O=C1c2cccc3cccc(c23)C(=O)N1CCN1CCN(CC(O)COc2ccccc2)CC1 (centres undefined)	/	29	3	-12	29	5.0*	7	-4	1	-15
O=C1N/C(=N/NC(=O)c2cccc3ccccc23)S/C1=C\c1ccccc1OCc1ccccc1	-23	51	-1	-4	37	-3.3	14	-11	/	-35
CCOc1ccc(NC(=O)CN2CCN(S(=O)(=O)c3ccc(Cl)cc3)CC2)cc1	3	60	2	-1	69	-3.4	15	-30	/	-51
Cc1cc(C(C)(C)C)cc(C)c1CC1=NCCN1	/	70	3	-3	69	-0.8	49	4	/	-14
COCCNC(=O)c1cn(C)c(=O)c2cc(OC)c(OC)cc12	/	113	1	7	107	0.8	4	5	0	-28
CC1CN(S(=O)(=O)c2cccc(C(=O)OCc3cc(=O)oc4cc(O)ccc34)c2)CC(C)O1 (centres undefined)	-22	51	3	-15	50	-3.2	6	-15	/	-39
CCOC(=O)c1[nH]cnc1C(=O)O	21	106	-1	11	94	0.1	5	-5	-4	14
CC(C)n1c2ccccc2c2nc3ccccc3nc21	0	87	7	4	95	-0.8	17	-18	-1	-35
Cn1c(C(=O)N2CCN(c3nc4ccccc4s3)CC2)cc2sccc21	-17	90	5	-1	89	-1.2	10	-9	-1	-43
CCN1C(=O)C(NC(C)=O)c2cc(OC)ccc21 (centres undefined)	-11	96	6	5	109	0.8	8	-17	0	-16
Cc1[nH]n(-c2ncc(-c3ccc(Cl)cc3)s2)c(=O)c1C(c1ccc(Cl)cc1)C(C#N)C#N (centres undefined)	4	91	-1	2	87	2.7	1	8	-12	-9
COCC(=O)N1CCCc2ccccc21	8	92	3	3	81	-1.3	12	-13	-1	11
O=C1CSC(c2cn(-c3ccccc3)nc2-c2cc3ccccc3o2)N1Cc1ccccc1 (centres undefined)	-10	60	-1	1	67	2.9	7	-4	0	-16
CCOc1ccc(C2CC(c3ccc(OC)cc3)n3ncnc3N2)cc1 (centres undefined)	-74	102	5	7	103	0.6	4	-8	1	-17
COc1cccc(/C(O)=C2/C(=O)C(=O)N(CCN3CCOCC3)C2c2cccnc2)c1 (centres undefined)	-21	101	-1	-3	100	0.5	8	/	0	3
CCCC(=O)Nc1ccc(NC(=O)c2ccco2)cn1	/	98	3	3	99	0.8	36	-10	0	0
COc1cccc(/C=C/C(=C2/C(=O)N(c3ccccc3)N=C2C)c2ccccc2)c1OC	/	57	-1	-5	52	-2.9	3	6	-6	-30

Reformatted in CSV form: part of the list above
SMILES,E-sel TNF inh,HCT116 PTEN-null,NPY Y2 blocker,GALR2 antag,bCat KO growth,MRP-1 activ,Measles CPE,Yeast life ext,Phagocytosis inh,Yeast growth inh
CCOC(=O)c1[nH]cnc1C(=O)O,21,106,-1,11,94,0.1,5,-5,-4,14
CC(C)n1c2ccccc2c2nc3ccccc3nc21,0,87,7,4,95,-0.8,17,-18,-1,-35
Cn1c(C(=O)N2CCN(c3nc4ccccc4s3)CC2)cc2sccc21,-17,90,5,-1,89,-1.2,10,-9,-1,-43
CCN1C(=O)C(NC(C)=O)c2cc(OC)ccc21 (centres undefined),-11,96,6,5,109,0.8,8,-17,0,-16
Cc1[nH]n(-c2ncc(-c3ccc(Cl)cc3)s2)c(=O)c1C(c1ccc(Cl)cc1)C(C#N)C#N (centres undefined),4,91,-1,2,87,2.7,1,8,-12,-9
COCC(=O)N1CCCc2ccccc21,8,92,3,3,81,-1.3,12,-13,-1,11
O=C1CSC(c2cn(-c3ccccc3)nc2-c2cc3ccccc3o2)N1Cc1ccccc1 (centres undefined),-10,60,-1,1,67,2.9,7,-4,0,-16
CCOc1ccc(C2CC(c3ccc(OC)cc3)n3ncnc3N2)cc1 (centres undefined),-74,102,5,7,103,0.6,4,-8,1,-17
COc1cccc(/C(O)=C2/C(=O)C(=O)N(CCN3CCOCC3)C2c2cccnc2)c1 (centres undefined),-21,101,-1,-3,100,0.5,8,/,0,3
CCCC(=O)Nc1ccc(NC(=O)c2ccco2)cn1,/,98,3,3,99,0.8,36,-10,0,0

Next section
SMILES	E-sel TNF inh	HCT116 PTEN-null	NPY Y2 blocker	GALR2 antag	bCat KO growth	MRP-1 activ	Measles CPE	Yeast life ext	Phagocytosis inh	Yeast growth inh
O=C(N1CCOCC1)N1CCN(S(=O)(=O)N2CCOCC2)CC1	5	93	0	-6	96	2.0	3	-6	-6	-12
CSc1nc(C)nc2c1c(=O)n(C)c(=O)n2C	/	106	2	7	97	-2.3	9	-3	0	16
O=C1CC(C(F)(F)C(F)(F)C(F)(F)F)=Nc2ccccc2N1	-9	81	1	-3	80	-3.8	29	/	/	-22
Cc1csc(NC(=O)CSc2nnc(CCNC(=O)c3ccc(Cl)c(Cl)c3)n2C)n1	-8	97	3	7	96	-1.3	26	-7	0	-27
Cc1ccc(-n2nc(C)c3c(C)c(CCC(=O)NCc4ccco4)c(C)nc32)cc1	/	68	/	/	78	-3.5	5	-9	0	1
O=C(O)C1CCCCC1C(=O)Nc1cccc(Cl)c1Cl (centres undefined)	-31	94	3	-2	91	-1.2	38	16	/	-42
COc1ccc(N(C(=O)CCl)C(C(=O)NCCc2ccccc2)c2cccs2)cc1Cl (centres undefined)	/	0.9*	2	15	1.8*	-5.5	1	-7	3	-41
Clc1ccc(-c2ccc(SCc3ccccn3)nn2)cc1	-10	99	1	1	104	-0.1	14	-7	/	-19
CCN1CCN(S(=O)(=O)c2ccc3ccccc3c2)CC1	-6	96	2	-7	91	0.5	4	-4	-2	-4
CCOc1ccc(C(=S)N2CCOCC2)cc1OC	0	96	2	10	94	-2.1	19	/	/	-12
Cc1sc2ncnc(NCCCO)c2c1C	-3	89	0	-4	98	-2.1	25	-5	0	17
COc1cc2c(cc1OC)C1(NCC2)C(=O)Nc2ccccc21 (centres undefined)	20	96	2	15	88	-1.0	6	-1	0	-94
Nn1c(SCC(=O)Nc2ccc(F)c(F)c2)nnc1C1CCCCC1	-10	88	-2	8	92	-1.6	4	-18	-1	3
Cc1ccc(S(=O)(=O)NCc2nc3ccccc3[nH]2)cc1	-12	86	1	15	90	0.9	19	-3	0	12
CCN1CCN(c2nc(Nc3ccc(C)c(C)c3)nc(N)c2[N+](=O)[O-])CC1	/	56	3	-4	62	-3.7	11	9	2	-2
COc1cc(OC)c(NC(=O)Cn2cccc2)cc1Cl	/	91	2	-3	88	-2.5	36	-9	0	4
CCc1cc2c(=O)[nH]c(-c3ccncc3)nc2s1	-17	94	0	10	96	-1.2	11	-4	-3	-46
O=C(Nc1cccc(C(F)(F)F)c1)C1(c2ccccc2)CC1	11	89	5	-4	94	-1.9	3	-6	-7	-59
CC1(C)N([O-])C(c2ccccc2)=C[N+](=O)C1(C)C	-45	102	2	10	98	0.6	8	11	1	-19
O=C(CCc1nc2ccccc2c(=O)[nH]1)OCc1nnc(-c2ccccc2)o1	-9	93	0	-5	93	1.0	22	-17	1	-18
Cn1cnnc1SCC(=O)Nc1ccc(Br)cc1F	-8	89	0	3	102	0.7	10	-6	/	-74
CSCc1ccc(C(=O)NCc2ccc(C)cc2)cc1	2	95	2	-7	96	-1.6	4	-3	4	-10
CCc1nnc(NC(=O)c2ccc(-c3cccc(C(F)(F)F)c3)o2)s1	-11	100	2	-12	95	2.0	14	-9	0	-58
CCN1C(=O)C(C)S/C1=N\S(=O)(=O)c1ccc(F)cc1 (centres undefined)	23	88	1	-15	86	-2.0	8	2	-5	-47
O=c1[nH]c2ccccc2cc1-c1noc(-c2cccnc2)n1	0	94	5	-4	110	-0.3	19	-12	1	-31
CC1CCN(C(=O)C(Cc2ccccc2)NS(=O)(=O)c2ccc3c(c2)oc(=O)n3C)CC1 (centres undefined)	-2	93	-1	-1	102	-2.4	16	-5	0	24
COC(=O)Cc1cc(=O)n2[nH]cnc2n1	-1	101	1	-2	92	-2.2	5	-28	/	-5
Cc1ccc(NC(=O)c2cc(-c3cccc(O)c3)on2)cc1C	/	79	2	0	79	-0.3	17	-5	0	-81
O=S(=O)(NCC(c1cccnc1)N1CCN(c2ccc(F)cc2)CC1)c1cc(F)ccc1F (centres undefined)	-26	71	2	-8	79	-4.2	32	/	/	-22
Cc1ccc(-n2ncc3c(NCc4ccc5c(c4)OCO5)ncnc32)c(C)c1	12	60	8	3	61	-5.1	17	-5	/	-18
COCc1c(C(=O)OC)nnn1-c1ccccc1	15	98	2	0	97	-0.8	18	/	/	-19
COc1ccc(OC)c(C2=NNC(=NCc3ccc4c(c3)OCO4)SC2)c1	/	95	3	0	93	0.1	31	-2	-8	-6
CCOC(=O)C(=CNc1cccc(C)c1C)C(=O)OCC	-34	95	10	0	96	-1.0	1	-12	/	-20
CCc1ccccc1N(C)S(=O)(=O)c1ccc2[nH]cc(C(=O)N3CCc4ccccc43)c(=O)c2c1	-19	85	7	1	88	-0.9	3	4	-3	-31
CC1=NN(c2nc(-c3ccc(C)cc3)cs2)C(=O)C1N=Nc1cccc(C)c1 (centres undefined)	-7	83	0	-1	87	-1.1	4	-3	-5	-1
